Measles CPE = protection of cells from measles virus. Measles virus-infected cells, CPE protection, absorbance. protection (pct of control), % at 4 µM. 140,000 tested, 1.5% active; in the data active means protection mostly above about 24%, no sharp cut-off; inactive means mostly below about 26%; further: some compounds called inactive have numbers as strong as hits
NPY-Y2 antag = NPY-Y2 (human) receptor antagonism | NPY-Y2 expressing cells, antagonist mode | inhibition, % at 2.7 µM | 140,000 tested, 0.99% active | AID 793; in the data active means inhibition above about 17%;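 further: 0% = vehicle with agonist challenge and 100% = reference antagonist with challenge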
Target sequence (P49146 whole entry, looked up): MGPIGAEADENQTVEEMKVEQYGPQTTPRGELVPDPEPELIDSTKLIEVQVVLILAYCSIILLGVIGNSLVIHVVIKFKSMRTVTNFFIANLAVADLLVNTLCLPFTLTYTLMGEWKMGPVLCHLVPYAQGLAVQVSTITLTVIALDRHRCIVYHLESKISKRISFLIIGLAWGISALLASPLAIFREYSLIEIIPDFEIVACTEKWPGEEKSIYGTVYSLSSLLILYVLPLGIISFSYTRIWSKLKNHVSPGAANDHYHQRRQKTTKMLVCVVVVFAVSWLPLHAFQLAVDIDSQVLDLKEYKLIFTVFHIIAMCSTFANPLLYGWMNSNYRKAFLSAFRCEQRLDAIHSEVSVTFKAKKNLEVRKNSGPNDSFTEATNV
Yeast lifespan up = yeast lifespan extension. inhibition of the nicotinamide effect, % at 10 µM. S. cerevisiae growth with nicotinamide, OD615; deaD strain in restrictive glucose medium. AID 775. 130,000 tested, 0.68% active;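 active means inhibition above a set limit, placed 3 SD over the median of all compounds, cut at about 26% in these data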;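 further: 0% = nicotinamide-treated wells and 100% = cells grown without nicotinamide; some compounds called inactive have numbers as strong as hits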
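Buffer or medium: CSMM-D glucose medium, restrictive; test system: modified budding yeast, DeaD strain; compound: single dose 10 µM compound, 0.25% DMSO; schedule: culture preincubation 4 h, compound exposure 48 h, both 30 °C; detection: optical density (absorbance) at 615 nm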
HCT116 PTEN-null = PTEN-deleted cell growth suppression; HCT116 PTEN-null viability, CellTiter-Glo, 60 h; active compounds read low; viability, % at 10 µM; 140,000 tested, 1.2% active; AID 827;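 active means viability at or below a set limit, 4 SD under the median of all tested compounds, cut at about 3.7% in these data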;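 further: PTEN knockout HCT116 line with beta catenin targeted HCT116 as companion control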
E-sel TNF inh = TNF alpha driven E-selectin expression inhibition; 120,000 tested, 0.71% active; HUVEC TNFa-induced E-selectin immunofluorescence, high content; inhibition, % at 2 µM;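 active means inhibition above the batch mean plus 3 SD, and confirmed as a hit on visual image review, cut at about 43% in these data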;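 further: 0% = TNF-stimulated DMSO wells and 100% = unstimulated control wells; not every result past the cut was called active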
Phagocyt inh = macrophage phagocytosis inhibition | AID 1029 | inhibition, % at 5 µM | 110,000 tested, 0.07% active | J774A.1 macrophage IgG-bead phagocytosis, imaging;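 active means inhibition above the mean of the plate negative controls plus 5 SD, cut at about 13% in these data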;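 further: phagocytic index as fraction of beads internalized from green versus red external bead signal; plate controls were DMSO negative control for no effect and cytochalasin-D positive control for full effect; some results beyond the cut were filed as inactive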
MRP1 act = activates MRP-1; 140,000 tested, 0.61% active; H69AR cells + doxorubicin, viability rescue, CellTiter-Glo; viability increase, % at 10 µM; AID 799;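 active means viability gain under doxorubicin at or above a set limit, the compound median plus 3 SD, cut at about 4.7% in these data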;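 further: MRP-1 overexpressing cells given doxorubicin 25 µM after compound pretreatment; 18-22 h compound pretreatment then 72 h with doxorubicin before readout; 0% = doxorubicin-only wells and 100% = vehicle-treated cells without doxorubicin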
Yeast growth inh = chemicals that inhibit yeast BB579 growth in restrictive medium (lifespan-shortening candidates). S. cerevisiae BB579 growth, OD615, 48 h. 140,000 tested, 0.51% active. inhibition, % at 10 µM;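 active means inhibition above a set limit, 3 SD over the mean compound inhibition, cut at about 44% in these data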; further: inactives centre near -24
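System: Saccharomyces cerevisiae DeaD strain BB579, replicative lifespan model yeast. Buffer or medium: restrictive glucose-based CSMM-D medium. Doses: one dose, 10 µM compound with 0.25% DMSO. Timing: 4 h preincubation and 48 h exposure at 30 °C. Detection: turbidity as optical density at 615 nm. Benchmarks: amphotericin B 10 µg/mL, positive.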
bCat KO growth = beta-catenin-lacking colon tumor cell growth suppression. HCT116 beta-catenin knockout viability, CellTiter-Glo, 60 h; active compounds read low. viability, % at 10 µM. 140,000 tested, 1.5% active. AID 818;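 active means viability at or under a set limit, the compound median less 4 SD, cut at about 6% in these data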;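 further: 0% = Hyamine 1622 control at 20 µM and 100% = untreated cell control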
GALR2 blocker = GALR2 (human) receptor antagonism. GALR2-expressing cells, antagonist mode. inhibition, % at 4 µM. 140,000 tested, 0.39% active; in the data active means inhibition above about 27%;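 further: cells stimulated with galanin 1-16 at roughly its EC80; 0% = agonist challenge control and 100% = basal control without agonist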
Target sequence (O43603 whole entry, looked up): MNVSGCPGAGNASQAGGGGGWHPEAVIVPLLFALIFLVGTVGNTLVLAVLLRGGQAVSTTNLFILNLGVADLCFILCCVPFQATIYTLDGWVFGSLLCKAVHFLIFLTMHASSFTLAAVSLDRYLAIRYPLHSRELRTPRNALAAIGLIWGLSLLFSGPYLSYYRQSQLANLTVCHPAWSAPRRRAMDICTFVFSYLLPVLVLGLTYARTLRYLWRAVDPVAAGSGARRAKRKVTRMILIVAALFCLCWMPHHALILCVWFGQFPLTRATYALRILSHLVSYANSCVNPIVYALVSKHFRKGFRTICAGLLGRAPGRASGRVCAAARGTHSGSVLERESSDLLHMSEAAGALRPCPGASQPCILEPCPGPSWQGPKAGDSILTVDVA
Numbers without * were called inactive; · = not tested or not shown; & = joins results of further samples.

SMILES	Measles CPE	NPY-Y2 antag	Yeast lifespan up	HCT116 PTEN-null	E-sel TNF inh	Phagocyt inh	MRP1 act	Yeast growth inh	bCat KO growth	GALR2 blocker
Cc1ccc(C=Nc2ccccc2C(N)=O)cc1	10	6	-14	24	7	3	-0.8	-11	27	-4
CN(c1ccccc1)S(=O)(=O)c1ccc(C(=O)Nc2nnc(-c3ccc(F)cc3)o2)cc1	5	-1	3	12	·	-1	-0.6	-5	17	-2
Cc1ccc(S(=O)(=O)NCCC(=O)Nc2cccc(Cl)c2)cc1	32	-2	-3	101	·	-6	-2.7	-17	97	5
Cc1ccc2nc(NC(=O)C3CCN(S(=O)(=O)c4cccc5nsnc45)CC3)sc2c1	23	0	2	35	-5	-3	-1.1	-22	53	-19
COCCn1c(C(C)C)nc2oc3ccccc3c(=O)c2c1=O	3	3	1	99	·	-1	-2.1	-13	105	6
N#Cc1nc(Cc2ccccc2)oc1NCCc1ccccc1	14	9	-8	100	5	-1	1.5	-38	87	-11
CN1CCN(C(=O)CSc2nc(-c3ccncc3)ccc2C#N)CC1	5	3	-16	103	·	-1	-1.4	-49	105	9
C=CCc1cc(Cl)ccc1OCCOCCNCCOC	1	2	7	91	14	·	-3.5	7	93	10
Cn1c(=O)c2c(nc(N3CCOCC3)n2CCCNC2=NCCC2)n(C)c1=O	4	2	4	104	·	-2	-0.9	-23	90	5
COc1ccc(NC(C)=O)cc1NC(=O)CCn1c(=O)sc2ccccc21	11	-2	·	116	2	·	-3.3	12	89	11
CCOc1ccc(NC(=O)[C@@H](NC(=O)OCc2ccccc2)[C@@H](C)CC)cc1	12	3	5	81	·	-8	-3.0	-17	83	-6
Cc1ccc(C(=O)NCC(=O)OCC(=O)c2ccc3c(c2)OCCO3)cc1C	25	9	-14	99	·	-1	-1.3	-21	90	4
O=C(CN1CC(c2ccccc2)CC1=O)Nc1ccc2c(c1)OCO2 (centres undefined)	6	-1	1	97	-2	·	-1.1	-26	97	1
CCCOC(=O)c1[nH]c2c(c1C)C(=O)CC(c1cccs1)C2 (centres undefined)	10	9	-11	15	22	·	-1.7	-37	11	2
CCOC(=O)c1oc2c(CN3CCN(C)CC3)c(O)ccc2c(=O)c1-c1ccc(Br)cc1	12	0	-5	101	·	1	-2.7	12	92	-10
NNC(=O)c1cnn(Cc2ccccc2)c1N	7	2	·	77	2	·	-1.0	3	81	-1
COC(=O)C1=C(C(=O)c2ccccc2)C(c2ccc(O)c(OC)c2)n2nnnc2N1 (centres undefined)	21	3	-11	100&109	-3	0	0.6	-24	97	-2
C=CCSC1=Nc2sccc2C2=NC(=O)CN12	5	7	-13	95	-11	·	0.6	-33	94	2
Cc1cccc2sc(NNC(=O)c3ccc(S(=O)(=O)N4CC(C)CC(C)C4)cc3)nc12 (centres undefined)	14	-4	1	1.9*	-13	·	-4.4	23	2.2*	8
Cc1c(Cl)c([N+](=O)[O-])nn1Cc1ccc(C(=O)N/N=C\c2cc(Cl)ccc2O)o1	6	-4	5	16	-4	·	-1.6	-93	15	3
Cc1nc2nc(-c3ccc(Cl)cc3)cn2nc1C	3	3	-6	81	8	-1	-2.5	15	88	-6
CCOc1ccc(-c2nnn(CC#N)n2)cc1OC	7	-1	·	84	9	·	-3.6	-6	64	2
Cc1ccc2cc(C)c3nnc(SCC(=O)N4CCCc5ccccc54)n3c2c1C	14	2	-9	66	-12	0	1.5	-72	63	7
O=S(=O)(Cc1ccccc1)NCc1ccccn1	7	1	-26	96	5	0	-4.2	-28	91	-1
O=C(c1ccc(S(=O)(=O)c2ccccc2)cc1)N1CCc2ccccc2C1	4	1	-1	91	-11	·	-2.1	-17	93	4
COC(=O)c1ccc(Cl)c(NC(=O)CSc2ncn[nH]2)c1	13	-1	-6	98	-4	·	0.7	-27	94	1
Cc1ccc(S(=O)(=O)C2(C(=O)N3CCCCCC3)CC2)cc1	10	2	2	101	-10	0	-1.0	-31	91	-3
NS(=O)(=O)c1ccc(CCNC(=O)c2cccnc2)cc1	2	4	-3	95	18	·	-1.3	-10	89	5
O=C(Nc1ccccc1N1CCOCC1)c1cccs1	8	5	·	91	11	·	-0.6	-42	90	-10
CC(C)C[C@@H]1NC(=O)[C@H](Cc2ccc(O)cc2)NC(=O)c2cc([N+](=O)[O-])cc(I)c2NCCC[C@@H](C(N)=O)NC1=O	18	-3	4	101	12	·	1.5	-31	82	-1
COc1ccc(C(=O)NC(=S)N2CCCCC2)cc1[N+](=O)[O-]	35	4	2	101	-23	-8	-2.8	-35	99	3
O=[N+]([O-])c1cc2c(cc1/C=N/n1c(-c3ccccc3)n[nH]c1=S)OCO2	3	2	-11	92	-24	1	-1.6	-56	101	8
Cc1ccc(C(=O)NNC(=O)CCC(=O)Nc2cc(C)on2)cc1	11	2	-1	92	16	-5	2.0	-2	110	5
Cc1cccc(C)c1NC(=S)/C(=C(\[O-])c1cccs1)[n+]1ccccc1	3	2	7	94	2	-3	-2.9	-30	96	5
Cc1ccc(S(=O)(=O)N(CCC(=O)O)Cc2ccc(Cl)cc2)cc1	19	3	5	91	15	0	-1.0	-26	85	-3
O=C(c1ccc(Cl)cc1Cl)C1(n2cncn2)Oc2ccccc2C1O (centres undefined)	2	5	3	85	4	-4	-1.9	-23	79	18
O=C(NCC(F)(F)F)Nc1nnc(C(F)(F)F)s1	4	1	-6	95	7	·	7.1*	-13	92	8
O=S(=O)(NCCCCCNS(=O)(=O)c1ccccc1)c1ccccc1	15	-4	-3	77	-3	3	-0.6	-59	78	5
CCc1ccc(/C=C/c2c[nH]c3ccccc23)[n+](CC)c1	2	4	9	14	-19	-2	-2.2	-36	16	9
Cc1ccccc1CS(=O)(=O)Cc1ccc(C(=O)NCc2ccccn2)o1	0	-2	-6	104	·	·	-1.0	-8	98	0
CCn1c(SCC(=O)N2CCCc3ccccc32)nnc1-c1ccco1	22	1	0	110	-23	0	-1.3	-46	99	9
CCN(C(=O)CSc1nc2nc(C)cc(C)n2n1)c1cccc(C)c1	5	3	-20	85	2	0	-1.7	6	89	3
CCn1c(=O)c(C(=O)NCc2ccc(OC)c(OC)c2)c(O)c2ccccc21	15	0	-4	62	-18	0	-1.6	-51	76	-11
CCC(c1ccccc1)c1nc(-c2ccccn2)no1 (centres undefined)	11	0	-7	98	12	0	-0.9	-27	95	3
Cc1nnc(SCc2ccc(F)cc2)s1	5	1	-3	103	18	-1	-0.3	-4	93	-4
O=S1(=O)CCC(N2CCOCC2)C1 (centres undefined)	0	-1	-1	101	-12	-1	-1.1	33	94	1
COC(=O)c1ccc(CSc2nc(-c3ccccc3)cs2)o1	18	10	-12	104	-31	-1	0.2	-60	94	4
COc1ccc(OC)c(S(=O)(=O)N(C)CC(=O)N2CCN(c3ccc(F)cc3)CC2)c1	9	2	-10	86	-3	2	0.7	-3	87	-14
O=c1c2ccccc2nnn1CSc1nnc2sc3ccccc3n12	41*	1	12	90	0	-5	-1.6	-32	99	0
Cn1c(=O)c(C(=O)CN2CCN(S(=O)(=O)c3ccccc3)CC2)c(N)n(Cc2ccccc2)c1=O	15	0	-3	85	34	1	-2.1	2	76	-13
Cc1ccc(OCC(=O)Nn2cnc3ccccc32)cc1	12	3	-21	99	·	·	-0.9	3	95	6
CCn1nnnc1SCC(=O)NC1CCCC1	1	0	-16	109	-3	·	-2.4	-19	96	-5
C/C(=N\NC(=O)CN1CCOCC1)C(C)(C)C	4	3	-7	96	40	0	-0.9	-30	96	0
CC(C)CCn1c(Oc2ccc(Cl)cc2)nc2c1c(=O)n(C)c(=O)n2C	5	11	1	80	12	-1	-0.7	-65	85	-4
O=c1[nH]c(CN2CCN(Cc3ccc4c(c3)OCO4)CC2)nc2ccccc12	7	0	·	82	-17	·	-3.7	-6	98	0
COc1cccc(C(=O)NC2=NCCS2)c1OC	9	5	-9	115	-5	0	0.4	-83	101	-11
Cc1cc(NC(=O)c2cc3ccccc3o2)cc(C)c1OCC(=O)N1CCOCC1	20	5	-6	69	9	0	-0.9	-19	70	-13
O=C(CSc1ccc(-c2ccco2)nn1)NCc1ccc(F)cc1	5	10	1	92	·	-12	0.4	-2	94	12
Cc1ccc2nc(-c3ccccc3)cc(C(=O)N3CCc4ccccc4C3)c2c1	17	8	-4	63	-42	2	-3.7	-11	72	7
O=C(/C=C\c1ccccc1)Nc1nccs1	10	3	·	97	-11	·	1.0	-29	85	-2
(more compounds)
SMILES	Measles CPE	NPY-Y2 antag	Yeast lifespan up	HCT116 PTEN-null	E-sel TNF inh	Phagocyt inh	MRP1 act	Yeast growth inh	bCat KO growth	GALR2 blocker
Cc1ccc(-c2cc(C(=O)Nc3cc(C)ccc3C)[nH]n2)c(O)c1	9	1	·	96	-14	·	1.6	-18	84	1
CCc1cccc(C)c1NC(=O)c1cc(C)oc1C	11	3	-6	94	-12	-1	-1.2	-25	99	-10
CCCCNC(=O)c1sc(=S)n2c1[nH]c(=O)c1ccccc12	12	10	-23	101	-26	-2	-3.0	-24	98	-6
CC(C)OP(=O)(OC(C)C)C(Nc1ccccc1)c1ccc2c(c1)OCO2 (centres undefined)	11	0	7	81	·	-5	-1.9	-44	76	-11
COc1ccccc1NC(=O)CS(=O)(=O)c1cccc2nsnc12	14	-1	-5	87	-26	-1	-1.3	-40	90	13
O=C(/C=C/c1ccc(Cl)cc1)Nc1ccccc1N1CCOCC1	15	4	-5	92	·	·	0.1	-15	98	0
COc1ccc(/C=C(\C#N)C(=O)OCC(=O)NC(C)c2ccccc2)cc1 (centres undefined)	21	4	-2	104	-8	-3	-1.2	-26	96	3
Cc1ccc(C=Nc2ccccc2C(=O)Nc2ccccc2)cc1	8	0	10	94	·	·	-0.5	-29	96	12
Cc1cc(NC(=O)Cn2nnc(-c3ccccc3N)n2)no1	11	3	-3	98	·	-9	-2.2	-40	96	-5
Cn1c(C(=O)NCc2ccccn2)cc2c(=O)n3ccccc3nc21	17	1	-6	100	-21	·	-2.8	-19	92	1
C=CCn1c(-c2csc(-c3ccccc3)n2)n[nH]c1=S	8	6	-19	88	·	-1	-1.4	2	100	-5
Nc1nc(CN2CCN(c3ccccn3)CC2)nc(Nc2ccc(Cl)cc2)n1	6	2	-9	59	·	-1	-0.1	-17	64	0
Nc1c(S(=O)(=O)c2ccccc2)c2nc3ccccc3nc2n1/N=C/c1cccc(O)c1	3	-3	-20	3.6*	·	-1	-5.5	-43	9	-21
Cc1ccc(-c2nnc(N3CCN(C(=O)CSc4ncn[nH]4)CC3)c3ccccc23)cc1	7	0	-10	47	-6	·	0.3	-64	41	8
Cc1cc(/C=N\NC(=O)COc2cccc3cccnc23)c(C)n1-c1ccccc1	1	3	-3	86	10	·	-1.2	-38	96	-8

Entries listed above printed as active in Measles CPE.
compound	Measles CPE	NPY-Y2 antag	Yeast lifespan up	E-sel TNF inh	Phagocyt inh	Yeast growth inh	GALR2 blocker
O=c1c2ccccc2nnn1CSc1nnc2sc3ccccc3n12	41*	1	12	0	-5	-32	0

Compound activity (PubChem)
